ALOX12 inh: ALOX12 (human) lipoxygenase inhibition | P18054 | purified 12hLO, xylenol orange hydroperoxide absorbance | Potency, µM (highest dose often 108 µM), for the others: top-dose activity change, negative = inhibition, actives largely listed as inhibitors | 580,000 tested, 1.1% active | AID 1671190; active = well fitted inhibition curve with a large enough effect; inconclusive = small, poorly fitted or top-dose-only effect, or another doubt; inactive = no such curve, though single readings can be large or run the other way
Target sequence (P18054 whole entry, looked up): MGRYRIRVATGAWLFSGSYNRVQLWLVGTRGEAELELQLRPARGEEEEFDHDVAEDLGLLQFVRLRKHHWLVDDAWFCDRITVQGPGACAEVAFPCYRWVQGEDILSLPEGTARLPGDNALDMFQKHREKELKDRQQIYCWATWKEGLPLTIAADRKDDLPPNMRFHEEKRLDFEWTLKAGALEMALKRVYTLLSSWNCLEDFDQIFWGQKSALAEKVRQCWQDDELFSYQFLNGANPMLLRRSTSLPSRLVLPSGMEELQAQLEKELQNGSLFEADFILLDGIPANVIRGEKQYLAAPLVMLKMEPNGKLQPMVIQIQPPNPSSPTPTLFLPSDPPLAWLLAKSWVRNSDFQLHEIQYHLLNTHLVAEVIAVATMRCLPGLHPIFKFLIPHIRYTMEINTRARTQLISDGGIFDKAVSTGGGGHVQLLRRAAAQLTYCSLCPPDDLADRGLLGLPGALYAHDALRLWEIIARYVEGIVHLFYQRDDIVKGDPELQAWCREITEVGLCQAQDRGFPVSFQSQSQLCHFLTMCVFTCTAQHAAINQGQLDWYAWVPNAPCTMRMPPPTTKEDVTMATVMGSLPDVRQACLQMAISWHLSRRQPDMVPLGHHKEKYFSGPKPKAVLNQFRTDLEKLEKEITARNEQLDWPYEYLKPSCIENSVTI
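Hydroperoxide product was detected by ferrous iron/xylenol orange as the 573 to 405 nm absorbance ratio. Arachidonic acid at 40 uM (final) was turned over for 30 min at room temperature by 150 nM human 12hLO, pH 7.0 Hepes buffer, after 15 min compound preincubation.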
Numbers without * were called inactive; ? = inconclusive; & = joins results of further samples; [ ] = another dose, or the depositor's remark. % is set by controls: 0 for no effect and ±100 for the full control effect; potency is the fitted concentration of half-maximal effect. Some of the compounds tested (hit frequency here may not be typical).

Sample of the layout:
SMILES	ALOX12 inh
COCCCN1C(=O)N(Cc2nncn2C(C)C)C(=O)C12CCNCC2	17.8µM*
O=C(C1CCCC1)N1CC2(CCN(CC3CC3)C2)Cc2ccccc21 (centres undefined)	0.2%[6.33 µM]
Cc1cccc(CC(=O)N2CCC[C@H](n3c(=O)n(Cc4ccccc4)c4cccnc43)C2)c1	8.3%

This part in full, from the first entry:
SMILES	ALOX12 inh
COCCCN1C(=O)N(Cc2nncn2C(C)C)C(=O)C12CCNCC2	17.8µM*
O=C(C1CCCC1)N1CC2(CCN(CC3CC3)C2)Cc2ccccc21 (centres undefined)	0.2%[6.33 µM]
Cc1cccc(CC(=O)N2CCC[C@H](n3c(=O)n(Cc4ccccc4)c4cccnc43)C2)c1	8.3%
CCc1nc2c(c(-c3ccc(O)cc3)n1)CCN(Cc1ccccn1)CC2	63.6%[activator]
c1ccc(OCC2CN(Cc3ccc4[nH]ccc4c3)CC23CN(c2ccccc2)C3)cc1 (centres undefined)	?
COc1ccc(CC(=O)Nc2ccc(=O)n3c2[C@@H]2C[C@@H](CN(C(=O)c4ccc(OC)cc4)C2)C3)cc1	49.5%[activator]
Cc1ccccc1S(=O)(=O)N1CCC(Cc2nncn2C)CC1	28.5%
CN(CC(=O)N1CCN(Cc2ccccc2)CC(O)C1)C1CCCC1 (centres undefined)	17.3%
COc1ccc(-c2nccc3c(=O)cc(N4CCN(C)CC4)oc23)cn1	5.5%[176 µM]
CC(C)NC(=O)C[C@@H]1O[C@H](CNCc2cccc(Cl)c2)[C@@H](O)[C@H]1O	?
Cc1noc(C)c1S(=O)(=O)N1CCC(N2CC(OCC3CC3)C23CCCCC3)CC1 (centres undefined)	11.5%
CC(C)(C)C(=O)Cn1ccn2nc3c(c2c1=O)CCCC3	51.9%[activator]
O=C(c1ccc(C(F)(F)F)cc1)N1CCN(C2CCN(Cc3ccccn3)C2=O)CC1 (centres undefined)	59.9%[activator]
O=C1CCCC2=C1C(c1cccnc1)CC(=O)N2c1ccccc1C(F)(F)F (centres undefined)	2.8%
N#C/C(=C/c1ccc(O)cc1)c1ccc(C(F)(F)F)cn1	?
Cc1nc(-c2ccc(Cl)cc2)sc1C(=O)NC1C=CS(=O)(=O)C1 (centres undefined)	?
COCc1nc(C2CC(Nc3ccnc4cc(Cl)ccc34)C2)cc(=O)[nH]1 (centres undefined)	4.5%&59.9%
O=C(Nc1ccc2c(c1)OCCO2)c1cc2cc(Cl)ccc2[nH]1	-8.1%
CN(C)c1ccc(CN2CCC(c3nc4ccncc4[nH]3)C2)cc1 (centres undefined)	60.1%[activator][176 µM]
CN(Cc1ccccc1)C(=O)[C@H]1CN(Cc2ccccc2)C[C@H]1C(=O)O	?
Cc1ccc(C2Cn3nnc(-c4noc(COc5ccccc5)n4)c3CO2)cc1 (centres undefined)	-6.2%
C[C@@H](NC(=O)c1cccnc1)c1c(-c2ccc(F)cc2)noc1C(=O)O	39.8µM*
CN1CC2(CCN(Cc3ccc(C#N)cc3)CC2)CC(c2ccccc2)C1=O (centres undefined)	?
O=C(c1cccc(F)c1)N(Cc1cc2cc3c(cc2nc1N1CCOCC1)CCC3)CC1CCCO1 (centres undefined)	16.5%
CN1CCC(N2CCN(C(=O)C3CCCCC3)CC2)C1=O (centres undefined)	49.9%[activator]

Next part:
SMILES	ALOX12 inh
CN1CCC(N(C)C(=O)c2ccc(C(F)(F)F)cc2)CC1	?
C[C@H](CO)N1C[C@H](C)[C@H](CN(C)C(=O)C2CCCCC2)OCc2cnnn2CCCC1=O	?
NC(=O)[C@H](Cc1cccs1)NC(=O)[C@@H]1C[C@@H](NC(=O)c2cnccn2)CCN1C(=O)c1ccco1	-24.4%
COc1ccc(F)cc1C1=NN(C(=O)C(C)C)C(c2ccc3nccnc3c2)C1 (centres undefined)	-1.0%
CCOc1ccc2c(n1)CCN(C(=O)Nc1ccccc1C)C2	52.4%[activator]
CN(CCC#N)S(=O)(=O)c1cc(Br)ccc1Br	?
COc1cccc(C(=O)NC2CCN(c3cc(-c4cccs4)[nH]n3)CC2)c1OC	-11.1%
CN1OC(C)(CC(=O)NCc2ccccc2)N=C1c1ccccc1Cl (centres undefined)	10.1%
CCOc1ccc(-c2cc3c(=O)n(CC(=O)NCc4ccco4)ccn3n2)cc1	-1.5%
CC1CCN(C(C)CNC(=O)Cc2coc(-c3ccccc3)n2)CC1 (centres undefined)	26.3%
Cc1ccc(F)c(OC2(C(=O)O)CCN(Cc3cccc(C)n3)CC2)c1	?
N#CC1CCN(Cc2ccccc2OCC(O)CN2CCCCC2)CC1 (centres undefined)	72.6%[activator]
CC(C)(C)CN1CC(NS(=O)(=O)c2cccc(Cl)c2)CC1=O (centres undefined)	35.4%[activator]
COc1ccc(C(=O)N[C@@H]2CCC[C@@H]2C(=O)NCCC(C)C)cc1	-1.7%
COc1cccc2cc(-c3cc(=O)oc4cc(OCC(=O)C(C)(C)C)ccc34)c(=O)oc12	-21.8%
N#Cc1cccc(CN2CCOC[C@H]2c2ncc(-c3ccccc3)[nH]2)c1	72.3%[activator][176 µM]
O=C(c1n[nH]c2c1CCCCCC2)N1CCC(Cc2nncn2CC2CC2)CC1	88.2%[activator]
NC(=O)COc1cccc(NC(=O)CCc2ncc(-c3ccccc3)o2)c1	-2.0%
CCN(CC)c1nc2ccccc2nc1C(=O)Nc1cc(C)cc(C)c1	-14.3%
Cc1ccc(C(=O)N2CCN(c3cc(-c4ccccc4)[nH]n3)CC2)c(C)c1	-3.4%
CCc1ccc(CN2CCC(C(=O)Nc3ccc(Oc4cccnc4)cc3)CC2)o1	44.4%
O=C1N(CCC2CCOC2)c2ccccc2NC12CCNCC2 (centres undefined)	54.2%[activator]
O=C(c1ccc2ncccc2c1)N1CCCC(Nc2ccc(F)cc2)C1 (centres undefined)	23.6%
COCCN1C(=O)CC[C@]2(C(=O)NCc3ccc(OC)c(OC)c3)CCCC[C@@H]12	?
O=C(COc1ccccc1)NC1CCN(c2cc(-c3ccccc3)[nH]n2)CC1	32.4%[activator]

Four entries from above, reformatted.
structure | ALOX12 inh
N#CC1CCN(Cc2ccccc2OCC(O)CN2CCCCC2)CC1 (centres undefined) | 72.6%[activator]
CC(C)(C)CN1CC(NS(=O)(=O)c2cccc(Cl)c2)CC1=O (centres undefined) | 35.4%[activator]
COc1ccc(C(=O)N[C@@H]2CCC[C@@H]2C(=O)NCCC(C)C)cc1 | -1.7%
COc1cccc2cc(-c3cc(=O)oc4cc(OCC(=O)C(C)(C)C)ccc34)c(=O)oc12 | -21.8%

(listing goes on)
SMILES	ALOX12 inh
O=C(Nc1ccc2ncnc(N3CCCCC3)c2c1)c1ccc(F)c(F)c1	-0.2%
COC(=O)c1ccc(C)c(NC(=O)N2CCc3[nH]cnc3C2c2cccc(F)c2F)c1 (centres undefined)	-1.8%
Cc1cccc(OCCc2noc(C3CN(C(=O)Cn4ccnc4)C3)n2)c1	80.6%[activator]
CC(C)C[C@H]1COc2c(Cl)cccc2S(=O)(=O)N1Cc1cccc(Cl)c1	0.0%
Cn1c(CN(CCN2CCCCC2)CC2CCCN(C3CCCC3)C2)nc2ccccc21 (centres undefined)	104.0%[activator]
COc1cccc(CC(=O)N2CCN(c3cc(-c4cccs4)[nH]n3)CC2)c1	14.8%
COc1ccccc1S(=O)(=O)N(C)C[C@H]1Oc2cc(Br)ccc2S(=O)(=O)N([C@H](C)CO)C[C@H]1C	-22.0%
COc1cccc(CN2CC(Oc3ccccc3C(=O)NC3CC3)C2)n1	52.6%[activator]
COC(=O)[C@@H]1Cc2nc[nH]c2CN1Cc1ccc(OC)c2ccccc12	1.5%[176 µM]
O=C(CCc1ccco1)NCc1ccc(OCc2ccccn2)cc1	39.7%[activator]
Cc1nn(-c2ccc(C(F)(F)F)cc2)c(C)c1[C@@H]1C=C[C@@H](NS(=O)(=O)c2ccccc2)C1	2.2%
CCNC(=O)NC(=O)C(C)Sc1nc2ccccc2o1 (centres undefined)	-10.8%
O=C(c1ccccc1F)N1CCn2c(nnc2C2CCCNC2)C1 (centres undefined)	44.1%[176 µM]
O=C(COc1ccc(F)cc1)N1CCC(Cc2nncn2Cc2ccccc2)C1 (centres undefined)	-0.1%
COc1ccc(CNC(=O)C2CCN(c3cc(C(F)(F)F)nc(C)n3)CC2)c(OC)c1	8.5%
O=C(Nc1ccccc1O)c1cc(-c2ccncc2)nc2ccccc12	?
COCC(=O)Nc1ccc(-c2noc([C@@H]3CCCN3CC(C)(C)C)n2)cn1	5.2%[176 µM]
O=C(Cc1cccc(Cl)c1)NCC1COc2ncncc2C(=O)N1CC1CC1 (centres undefined)	-0.2%[176 µM]
Cc1ccc(CNCc2ccc(C)s2)cc1	?
CCc1cc(=O)n(CC(=O)Nc2ccccc2C)c(-c2ccccc2)n1	-9.4%
CN1CCN(S(=O)(=O)C2CCS(=O)(=O)C2)CC1 (centres undefined)	21.6%
COc1ccc2c(ccn2CCNC(=O)Cn2nc3c(cc2=O)CCCCC3)c1	41.3%
O=C(NCCCN1CCCC1=O)C1Cn2cccc2C(=O)N1Cc1cccnc1 (centres undefined)	19.5%
CC1(C)[C@H](Cc2cc(CC3CCCCC3)on2)C[C@@H]1NC(=O)c1ccco1	0.6%[176 µM]
COCCCNC(=O)c1cc2cc(C)ccc2nc1C	-5.8%

Some of these compounds in order of the ALOX12 inh value, low to high.
SMILES	ALOX12 inh
COc1ccccc1S(=O)(=O)N(C)C[C@H]1Oc2cc(Br)ccc2S(=O)(=O)N([C@H](C)CO)C[C@H]1C	-22.0%
CCNC(=O)NC(=O)C(C)Sc1nc2ccccc2o1 (centres undefined)	-10.8%
CCc1cc(=O)n(CC(=O)Nc2ccccc2C)c(-c2ccccc2)n1	-9.4%

Other results follow:
SMILES	ALOX12 inh
COc1ccc(S(=O)(=O)C(C#N)c2nc3ccccc3nc2N2CCN(C)CC2)cc1 (centres undefined)	-22.9%
CC(=O)NC(C)c1ccc(Oc2ccc(OC(C)C)cc2)cc1 (centres undefined)	-4.3%[57.4 µM]
Cc1cc(C(=O)NCc2cccnc2)c(C)s1	-53.8%
COc1ccc(-c2nnc(SCc3nc(-c4ccco4)no3)n2CCc2ccccc2)cc1	?
COc1ccc(-c2cc(C(F)(F)F)nc(SCCC(=O)NC(C)C)n2)cc1	14.8%
CCc1nc2c(c(-c3ccc(O)cc3)n1)CCN(Cc1ccc(C)cc1)CC2	?
Cc1cnc(C(=O)NC2C[C@H]3CC[C@@H](C2)N3C(=O)C2CCOCC2)cn1 (some centres undefined)	9.5%
Cc1ccc2nc(-c3cccc(Cl)c3)cc(C(=O)O)c2c1	69.2%
O=C1NC(=NC2CCCCC2)C2(CCN(Cc3ccccc3)C2)N1c1cc(F)cc(F)c1 (centres undefined)	0.2%[6.33 µM]
CC(C)OCCCNC(=O)C1Cn2cccc2C(=O)N1Cc1cccnc1 (centres undefined)	16.2%
C=CCNc1nc(C(=O)OCC(=O)N(C)CC(=O)Nc2ccc(F)cc2)cs1	-6.3%
COC(=O)Nc1cc(C(=O)OC)ccc1C	14.8%
COc1ccccc1C1=NN(C(=O)C(C)C)C(c2ccc3nccnc3c2)C1 (centres undefined)	-45.2%
CCC/C(=N\N=C(/CCC)c1ccccc1)c1ccccc1	-2.0%
O=C(NC1CCCCCCC1)C1CCN(C(=O)c2ncn3c2COC(c2ccccc2)C3)CC1 (centres undefined)	15.9%
CC(=O)Nc1ccc(N/C=C(\C#N)c2nc(C3CC3)cs2)cc1	?
CC(=O)N1CCC2(CC1)OC(=O)C(C)=C2C(=O)NCCN1CCCCCC1	?
O=C(Cn1nc2n(c1=O)CCCCC2)Nc1ccc(F)c(Cl)c1	23.9%
O=C(OCC1(COC(=O)c2ccccc2)CCC(COC(=O)c2ccccc2)(COC(=O)c2ccccc2)C1=O)c1ccccc1	13.9%
Clc1cc(NCC2CCCCC2)n2nccc2n1	45.5%[activator][176 µM]
Cc1cc(C(=O)COc2ncnc3ccccc23)c(C)n1C(C)C	-3.6%
CCCCCCCCCCCCSCCS(=O)(=O)OCC(F)(F)C(F)F	-2.1%
CCCCn1nc(C(=O)N2CCC(C(=O)Nc3ccc4c(c3)OCO4)CC2)c2ccccc2c1=O	-15.4%
O=C1Cc2c(-c3cccc(N4CCOCC4)c3)n[nH]c2CN1Cc1ccccn1	43.1%[activator][176 µM]
CC[C@H](C)[C@H](N)C(=O)N1CCC2(CCC(=O)N(Cc3ccccc3)C2)CC1	16.9%

(continued)
SMILES	ALOX12 inh
O=C(c1cncc(Br)c1)n1ccccc1=NC1CCCCC1	6.5%
CCC(=O)N1CCC(N(C(=O)CC)C2CCOCC2)CC1	32.6%[activator]
O=C(Cc1ccccn1)N1CCN(c2nc3ncccc3o2)CC1	9.1%[176 µM]
COCCn1cc2c3c(cccc31)CN(C(=O)c1ccc(C)c(C)c1)CC2	1.2%
COc1ccc(NC(=O)Cn2c(C)cc3nc4n(c(=O)c32)CCCC4)cc1	4.2%
Cc1cc(C[C@@H]2COC[C@@H]2NC(=O)Cn2nc(C)n(-c3ccccc3)c2=O)on1	25.6%
O=C(Cn1c(=O)[nH]c2ccccc2c1=O)N1CCN(c2ccccc2F)CC1	-3.4%
CC(C(=O)NCCc1ccccn1)C1CCOCC1 (centres undefined)	10.6%
O=C(CC1C=CCC1)Nc1ccccc1Sc1ccccc1 (centres undefined)	?
O=C(Cc1ccc(Cl)cc1)N1C[C@@H](CO)[C@H](c2ccncc2)C1	42.1%[activator]
O=C(O)C(c1c[nH]c2ccc(Cl)cc12)N1CCN(S(=O)(=O)c2ccccc2)CC1 (centres undefined)	-27.2%
CCc1noc([C@@H]2CC(F)(F)CN2C(=O)c2cc(C)no2)n1	36.4%[activator]
O=C(Nc1c(N2CCCC2)c2ccccc2oc1=O)C1CC1	4.5%
CCNC(=O)N1CC[C@@H](CC(=O)O)[C@@H](CC2=NCCc3ccc(C)cc32)C1	9.6%[176 µM]
CC(C)(C(=O)NCC(c1ccccc1)N1CCCC1)c1ccccc1 (centres undefined)	-1.2%
Cc1ccc2c(CSc3ncn[nH]3)cc(=O)oc2c1	?
CC(=O)NC1(C)CN(c2cccc(C(F)(F)F)c2)C1	4.6%[176 µM]

Screens from PubChem BioAssay.
